Screens from PubChem.
SIAH1 antagonists – Siah-1 peptide-binding antagonists, primary screen, biochemical, fluorescence polarization, rhodamine-plectin, uHTS (AID 1817) | displacement, % at 20 µM, or IC50 in µM where a hit was titrated | actives 0.02% (n = 290,000) | Siah-1 / rhodamine-plectin peptide fluorescence polarization; higher % means a stronger effect;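 active means displacement of at least 50% at 20 µM, with a fluorescence ratio check between 0.3 and a set limit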;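 further: plate controls were Siah plus tracer with DMSO for no effect and tracer alone without Siah for full effect; strong numbers were not always called active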
LYP inhibition – PTPN22 lymphoid phosphatase activity blockers – biochemical, fluorescence intensity, uHTS (AID 1779); recombinant LYP phosphatase, fluorescence intensity; higher % means a stronger effect; inhibition, % at 11.5 µM, or IC50 in µM where a hit was titrated; actives 0.054% (n = 290,000);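 further: plate controls were vehicle with enzyme for no effect and no enzyme for full effect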
PMI inhibitors – inhibitors of human PMI, primary screen, biochemical, fluorescence intensity, coupled assay (AID 1209). purified PMI enzyme, coupled fluorescence intensity; higher % means a stronger effect. actives 0.42% (n = 190,000). inhibition, % at 20 µM, or IC50 in µM where a hit was titrated;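 further: plate controls were DMSO vehicle for no effect and wells lacking substrate for full effect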
Dynein transport – dynein cargo transport inhibition; z-score, hits read low; 3617.4 mouse cells, GR-EGFP nuclear translocation imaging; test concentration mostly 20 µM; stimulated with dexamethasone, 1 µM; stronger effect = lower value; actives 0.47% (n = 220,000);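 active means plate z-score of nuclear minus cytoplasmic receptor signal below a set negative limit, without overly bright fluorescence or cell loss, cut at about -3.5 in these data, passing the limit was not always enough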;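 further: z-score of nuclear minus cytoplasmic ring GR-EGFP intensity difference per well; some compounds called inactive have numbers as strong as hits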
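Buffer or medium: tet-free, stripped-serum medium; reagent: dexamethasone at 1.0 µM final, 30 min; incubation: 48 h induction, 1 h compound, 30 min dex at 37 °C; measured by: formaldehyde fixation, Hoechst nuclear stain, 10x automated fluorescence imaging; read-out: nuclear-to-cytoplasmic GR-EGFP distribution per well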
AID2073 – disruptors of CaV2.2 binding to Mint1 – biochemical, HTRF (AID 2073); actives 0.19% (n = 290,000); HTRF protein-protein interaction, Mint1-CaV2.2; higher % means a stronger effect; one-dose inhibition, % at 20 µM; IC50 in µM for titrated hits; in the data active means inhibition mostly above about 51%, no sharp cut-off; inconclusive means no clear call, values can overlap the other calls; inactive means mostly below about 53%; further: some results filed as inactive read as strong as hits
XIAP antagonists – small molecules displacing peptide from XIAP – biochemical, IAP family, fluorescence polarization (AID 1018) | XIAP BIR domain, fluorescence polarization peptide displacement; higher % means a stronger effect | displacement, % at 20 µM; hits with a dose series show IC50 in µM | actives 0.007% (n = 200,000); in the data active means displacement above about 50%; further: a part of the inactive calls stands beside numbers as strong as those of hits
M17LAP inhibition – P. falciparum M17LAP inhibitors, primary screen, biochemical, fluorogenic H-Leu-NHMec substrate, 1536-well (AID 1619); inhibition, % at 30 µM, or IC50 in µM where a hit was titrated; actives 0.38% (n = 220,000); recombinant M17LAP, H-Leu-NHMec fluorogenic kinetic assay; higher % means a stronger effect;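 active means compound inhibiting the enzyme by more than half at any dose during confirmatory dose-response retesting; inconclusive means strong single-dose inhibitors picked by rank but not retested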;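 further: plate controls were full reaction with DMSO carrier for no effect and no enzyme background for full effect; strong numbers were not always called active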
P. falciparum M1AAP – malaria alanyl aminopeptidase activity blockers – biochemical, fluorogenic H-Leu-NHMec substrate, 1536-well (AID 1445); recombinant M1AAP, H-Leu-NHMec fluorogenic kinetic assay; higher % means a stronger effect; one-dose inhibition, % at 30 µM; IC50 in µM for titrated hits; actives 0.42% (n = 220,000);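 active means primary inhibition above the hit cutoff, then over 50% inhibition at one or more dose response concentrations, cut at about 23% in these data, passing the limit was not always enough; inconclusive means conflicting primary data, or primary hits not chosen for dose response; inactive means low primary inhibition, or under 50% at every dose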;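 further: plate controls were DMSO full reaction for no effect and no enzyme background for full effect; strong numbers were not always called active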
human PMI inhibitors – human PMI inhibitors, high substrate, primary screen, biochemical, fluorescence intensity, high mannose 6-phosphate (AID 1220); recombinant PMI enzyme, coupled fluorescence intensity; higher % means a stronger effect; one-dose inhibition, % at 20 µM; IC50 in µM for titrated hits; actives 0.66% (n = 190,000)
Dynein transport cytoplasmic EGFP – also measured in Dynein transport; calls as there; z-score; measured here: cytoplasmic GR-EGFP intensity; stronger effect = higher value
Dynein transport nuclear GR-EGFP – recorded beside Dynein transport, whose call it bears; z-score; measured here: nuclear GR-EGFP intensity;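 lower value marks the stronger effect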
Dynein transport cell count – also measured in Dynein transport; calls as there; z-score; measured here: cell count per field
The depositor's hits bear a star; u = inconclusive; x = no result given. Unless noted, no stated cut-off is given here; in the data, active means inhibition above about 50%; inactive means the rest.

Structure,SIAH1 antagonists,LYP inhibition,PMI inhibitors,Dynein transport,Dynein transport cytoplasmic EGFP,Dynein transport nuclear GR-EGFP,Dynein transport cell count,AID2073,XIAP antagonists,M17LAP inhibition,P. falciparum M1AAP,human PMI inhibitors
Cc1n[nH]c(C)c1S(=O)(=O)N1CCCCCC1,-3%,-9%,2%,0.92,-0.38,0.81,0.12,4%,-1.9%,8%,1%,4%
CC(C)CC(C(=O)OCC(=O)c1c(N)n(C)c(=O)n(C)c1=O)N1C(=O)c2ccccc2C1=O (stereo unspecified),-4%,1%,16%,-0.32,-0.27,-0.5,0.57,-3%,-14%,6%,3%,11%
O=C(CC(=O)c1ccccc1)Nc1cc(C(F)(F)F)ccc1Cl,-2%,-11%,1%,0.46,-0.24,0.076,-0.73,10%,-2.7%,2%,5%,0%
Nc1cc(=O)[nH]n1C1CCCC1,-5%,-10%,-17%,-0.86,-0.3,0.021,0.12,11%,-4.6%,1%,5%,-1%
Cc1nn(-c2ccccc2)c2c1C(=O)N(Cc1ccccc1)C(=O)C(C)(C)C2,5%,0%,4%,-0.11,-0.07,0.78,-0.023,-10%,1.0%,-11%,-1%,-2%
Cc1csc(SCc2nc3scc(-c4ccccc4)c3c(=O)[nH]2)n1,-1%,5%,11%,-0.52,-0.19,-0.096,-0.41,16%,-1.6%,20%,1%,16%
CCCCn1cnc2c(c(-c3ccccc3)c(-c3ccccc3)n2Cc2ccco2)c1=N,-3%,-2%,x,-3.7,3,-1.1,-6,29%,x,16%,6%,x
Cn1c(=O)c2c3c(sc2n2c(SCC(=O)c4ccccc4)nnc12)COC(C)(C)C3,-3%,-4%,7%,x,x,x,x,-14%,-4.8%,x,x,8%
O=C(CCNC(=O)c1ccccc1Cl)Nc1nc(-c2ccccc2Cl)cs1,3%,1%,-1%,-0.29,-0.29,0.73,-0.097,2%,3.8%,-3%,3%,-4%
CCc1c(C)c(C#N)c2nc3ccccc3n2c1NCc1ccco1,-2%,-1%,-6%,-0.58,-0.28,-0.35,1.1,14%,-4.2%,-18%,8%,-7%
O=C(CSc1nnc(-c2cccs2)n1-c1ccccc1)N1CCCc2ccccc21,5%,3%,-3%,0.72,-0.15,0.077,-0.27,14%,-8.4%,10%,-15%,-4%
COC(=O)Cc1[nH]nc2c1C(C1C=CCCC1)C(C#N)=C(N)O2 (stereo unspecified),3%,3%,11%,-1.2,-0.21,-0.62,1.1,7%,2.7%,9%,5%,12%
C=CCNC(=S)Nc1cccc(N)c1,11%,-5%,15%,-0.4,-0.3,-0.091,0.68,-3%,0.8%,2%,0%,58%*
COC(=O)CCN(C(=O)c1cc(OC)c(OC)c(OC)c1)c1ccccn1,0%,-2%,0%,0.97,-0.17,0.37,-0.3,10%,-1.3%,-3%,1%,-1%
O=c1[nH]ncn1-c1ccc(Br)cc1,0%,-4%,5%,0.57,-0.12,0.64,-1.5,24%,-4.4%,-7%,-1%,-7%
CCNC(=O)C(C)Sc1ccc(Cl)cc1 (stereo unspecified),3%,2%,1%,-0.53,-0.21,-0.023,-0.63,1%,-3.0%,6%,6%,-4%
O=C(CCN1C(=O)S/C(=C\c2cccs2)C1=O)NC1=NCCS1,2%,-2%,7%,-1.1,0.54,-0.8,0.86,1%,-24%,-4%,8%,17%
CCOc1ccc(C2CC(c3c(O)c4ccccc4oc3=O)=NN2c2ccccc2)cc1OC (stereo unspecified),-4%,1%,-58%,-3.3,7.5,-0.61,0.033,12%,-5.0%,-2%,6%,-156%
O=C(NCCCn1ccnc1)c1cc(-c2ccc(Cl)cc2)nc2ccccc12,-1%,-2%,16%,1.1,-0.21,0.16,-0.41,4%,-4.2%,3%,4%,7%
O=C1C2C3C=CC(C3)C2C(=O)N1c1cccc(-c2nc3ccccc3o2)c1 (stereo unspecified),0%,-9%,-2%,-0.46,-0.19,-0.03,0.0089,13%,-8.1%,3%,-2%,-1%
C/C(=N\N=C1/NC(=O)C(C)S1)c1ccc([N+](=O)[O-])cc1 (stereo unspecified),-4%,-8%,7%,-0.5,0.19,-0.26,0.34,7%,-2.0%,7%,9%,1%
Cc1ccc(S(=O)(=O)N2CCCC2C(=O)NC2CCCCC2)cc1 (stereo unspecified),7%,-6%,-2%,-0.27,-0.21,-0.13,0.83,-2%,-2.8%,3%,0%,1%
CCOC(=O)N1CCN(C(=O)c2cc3cc(Br)ccc3oc2=O)CC1,3%,-12%,11%,-0.89,-0.17,-0.45,-0.17,-9%,-4.6%,11%,3%,9%
CCOc1cc(/C=N\NC(=O)c2ccc(NC(=O)C(C)(C)C)cc2)ccc1OC(=O)c1ccc(C)cc1,2%,-4%,-7%,0.13,-0.2,-0.13,0.79,9%,-8.7%,-1%,-1%,-9%
CC(C)CC(=O)NC(=S)Nc1nc(-c2ccccc2)cs1,3%,-6%,15%,0.73,0.093,0.78,-0.37,6%,-1.4%,3%,9%,12%
Cc1ccc(-n2c(C)nnc2SCC(=O)N2CCc3ccccc3C2)cc1,7%,1%,-4%,-0.77,-0.23,-0.18,0.61,-5%,-0.5%,12%,2%,-8%
Cc1cccc(-n2cnc3cc(C(=O)N4CCc5ccccc54)ccc32)c1,-5%,0%,9%,-0.037,-0.2,0.029,-0.091,-6%,-4.2%,2%,2%,1%
CCOC(=O)C1=C(C)N=C2SC(C)C(=O)N2C1/C=C/c1ccccc1OC (stereo unspecified),-1%,8%,24%,-0.26,-0.13,0.05,0.087,6%,-8.1%,31%,6%,21%
CCOC(=O)CSc1nc(N)c(C#N)cc1C#N,-4%,-6%,-8%,0.67,-0.18,0.5,-1.2,-6%,-0.1%,-13%,-2%,-2%
O=C(Nc1ccccc1)c1ccc(NCC2CCCO2)c([N+](=O)[O-])c1 (stereo unspecified),-5%,0%,7%,0.21,-0.052,0.12,-1.1,4%,-2.8%,1%,2%,6%
CCCc1nnc(SCC(=O)N2CCOCC2)n1CC1CCCO1 (stereo unspecified),2%,-10%,-5%,0.078,-0.29,0.23,0.26,-13%,-2.8%,4%,-3%,9%
CCC(C)/C(C)=N/NC(=O)c1ccc(CSc2nc3ccccc3s2)cc1 (stereo unspecified),2%,-3%,4%,0.51,-0.11,0.86,-1.7,1%,-3.5%,-7%,6%,11%
O=C(CN1CCN(Cc2ccccc2Cl)CC1)N=Nc1c(O)[nH]c2ccccc12,5%,6%,10%,0.072,-0.14,0.53,-1.5,6%,-0.9%,9%,7%,9%
Cc1ccc(-c2nnc(SCC(=O)N/N=C/c3ccccc3C(=O)O)n2-c2ccc(C)cc2)cc1,14%,1%,x,0.16,-0.27,0.74,-0.095,4%,x,2%,-1%,x
Cc1nc(N=C(N)N)nc2c(C)cccc12,-6%,-3%,4%,-0.28,-0.3,0.0073,0.31,u,-0.8%,32%,48µM*,1%
CCOC(=O)C(C)(C)n1nnc(-c2ccc([N+](=O)[O-])cc2)n1,-3%,-9%,-1%,0.12,-0.17,0.3,-0.95,-5%,-8.3%,2%,-1%,-6%
Cc1ccc(S(=O)(=O)N2CCc3ccccc3C2CN2C(=O)c3ccccc3C2=O)cc1 (stereo unspecified),1%,14%,11%,0.52,-0.19,-0.083,0.027,2%,-3.9%,-4%,-5%,10%
Cc1cccc(NC(=O)N(Cc2cc3cc(C)cc(C)c3[nH]c2=O)CC2COCCO2)c1 (stereo unspecified),2%,-5%,8%,1.5,2.3,1.2,-1.1,0%,1.3%,-2%,3%,8%
N=C1SCC(=O)N1/N=C/c1ccccc1,-7%,-6%,-5%,-0.26,-0.29,0.012,0.13,0%,-1.6%,16%,11%,9%
O=C(NCc1ccc(Cl)cc1)C1CCN(S(=O)(=O)c2ccccc2)CC1,3%,-7%,9%,-0.17,-0.16,0.22,0.29,10%,-5.4%,9%,12%,6%
O=C(CSc1nc(O)cc(=O)[nH]1)N1CCCc2ccccc21,-2%,-17%,12%,1.5,-0.24,-0.25,1,3%,-6.1%,17%,19%,9%
COCCNC(=O)CN(C(=O)Cn1nnc2ccccc21)c1ccc(C)cc1,4%,-7%,4%,-0.55,-0.29,-0.13,0.21,-6%,-2.0%,-2%,2%,-1%
O=C(c1ccccc1)c1c[nH]c(C(=O)NNc2cccc(Cl)n2)c1,-1%,-6%,6%,0.58,-0.29,0.95,-0.42,-3%,-8.8%,6%,7%,9%

Structural class, the entries above with a Cl atom (7)
Structure,SIAH1 antagonists,LYP inhibition,PMI inhibitors,Dynein transport,Dynein transport cytoplasmic EGFP,Dynein transport nuclear GR-EGFP,Dynein transport cell count,AID2073,XIAP antagonists,M17LAP inhibition,P. falciparum M1AAP,human PMI inhibitors
O=C(CC(=O)c1ccccc1)Nc1cc(C(F)(F)F)ccc1Cl,-2%,-11%,1%,0.46,-0.24,0.076,-0.73,10%,-2.7%,2%,5%,0%
O=C(CCNC(=O)c1ccccc1Cl)Nc1nc(-c2ccccc2Cl)cs1,3%,1%,-1%,-0.29,-0.29,0.73,-0.097,2%,3.8%,-3%,3%,-4%
CCNC(=O)C(C)Sc1ccc(Cl)cc1 (stereo unspecified),3%,2%,1%,-0.53,-0.21,-0.023,-0.63,1%,-3.0%,6%,6%,-4%
O=C(NCCCn1ccnc1)c1cc(-c2ccc(Cl)cc2)nc2ccccc12,-1%,-2%,16%,1.1,-0.21,0.16,-0.41,4%,-4.2%,3%,4%,7%
O=C(CN1CCN(Cc2ccccc2Cl)CC1)N=Nc1c(O)[nH]c2ccccc12,5%,6%,10%,0.072,-0.14,0.53,-1.5,6%,-0.9%,9%,7%,9%
O=C(NCc1ccc(Cl)cc1)C1CCN(S(=O)(=O)c2ccccc2)CC1,3%,-7%,9%,-0.17,-0.16,0.22,0.29,10%,-5.4%,9%,12%,6%
O=C(c1ccccc1)c1c[nH]c(C(=O)NNc2cccc(Cl)n2)c1,-1%,-6%,6%,0.58,-0.29,0.95,-0.42,-3%,-8.8%,6%,7%,9%
